Screening data: PubChem BioAssay, several laboratories
HUVEC prolif 384: blocks proliferation of human endothelial cells | HUVEC proliferation, CellTiter-Glo luminescence, 72 h; stronger effect = lower value | viability, % at 10 µM (by protocol) | 1.1% of 86,000 active;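 active = viability at or below 30%; inactive = viability above 30%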;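 note: 100% = median luminescence of DMSO-only cell control wells on each plate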
Lung fibro prol: blocks proliferation of human lung fibroblasts; LL 47 human lung fibroblast viability, ATP luminescence; stronger effect = lower value; viability, % at 10 µM; 1.1% of 85,000 active;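 active = viability at or below 50% in the single dose screen; inactive = viability above 50%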;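 note: compound exposure lasted 72 h before the ATP readout; 100% = median luminescence of untreated cell-only wells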
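Test system: LL 47 human lung fibroblasts; Quantity: 1,150 cells/well; Buffer or medium: IMEM plus 15% FBS; Dosing: tenfold compound dosing solution, DMSO at 0.1%; Timing: overnight cell rest, 72 h compound treatment at 37 °C; Detection: ATP-based CellTiter-Glo luminescent readout; Read-out basis: viability percentage against median untreated-cell control; Controls: cell-only wells, no compound.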
Smad3 inh: inhibitors of human Smad3 transcription factor binding; P84022; TR-FRET Smad3/Dy647-FoxH1 peptide binding, europium anti-His; inhibition, % at 25 µM; 0.29% of 88,000 active;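 active = compounds that reduce the energy-transfer binding signal between the protein and its labelled peptide by more than half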;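 note: 0% = Smad3 plus labelled peptide maximal FRET and 100% = peptide-only background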
Target sequence (P84022 whole entry, looked up): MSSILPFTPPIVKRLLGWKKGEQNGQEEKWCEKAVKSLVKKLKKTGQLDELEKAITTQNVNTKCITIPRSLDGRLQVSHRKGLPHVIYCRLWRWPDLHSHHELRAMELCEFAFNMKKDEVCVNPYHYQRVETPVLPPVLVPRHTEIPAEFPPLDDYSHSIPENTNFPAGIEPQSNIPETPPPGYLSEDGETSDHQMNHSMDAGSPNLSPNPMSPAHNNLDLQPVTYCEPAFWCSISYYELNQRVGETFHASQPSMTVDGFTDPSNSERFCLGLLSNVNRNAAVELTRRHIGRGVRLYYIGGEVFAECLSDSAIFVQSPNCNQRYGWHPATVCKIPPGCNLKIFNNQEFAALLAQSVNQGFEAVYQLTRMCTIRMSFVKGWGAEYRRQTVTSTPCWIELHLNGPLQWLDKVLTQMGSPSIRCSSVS
H69AR inhibit: growth inhibitors of human H69AR lung tumor cells | 6% of 85,000 active | H69AR lung tumor viability, ATP luminescence, 72 h; stronger effect = lower value | viability, % at 10 µM;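 active = viability at or below 40%; inactive = viability above 40%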;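 note: multidrug resistant small cell line overexpressing MRP-1 efflux transporter; 100% = mean luminescence of untreated control wells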
ERa SRC1 pot: enhances coactivator binding to human estrogen receptor alpha | 1.3% of 86,000 active | AID 639 | TR-FRET ERalpha-LBD/SRC-Cy5 coactivator binding, 2 h; 100 = basal binding, no effect | coactivator binding (% of control), % at 25.6 µM | P03372; in the data active = activity above about 200%;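 note: binding measured in presence of low estradiol as agonist stimulus; 0% = peptide alone without receptor and 100% = receptor with peptide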
ERb coact inh: blocks coactivator binding to human estrogen receptor beta; 1.3% of 86,000 active; TR-FRET ER-beta LBD / SRC1-Cy5 peptide binding; receptor agonist-loaded with 1 µM estradiol; inhibition, % at 25.6 µM;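 active = compounds whose percent inhibition of the receptor-coactivator binding signal exceeds about 50% in the single-dose screen, limit read from the data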;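 note: 0% = receptor plus peptide wells without compound and 100% = peptide-only wells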
Target sequence (Q92731 whole entry, looked up, the tested form may be a part): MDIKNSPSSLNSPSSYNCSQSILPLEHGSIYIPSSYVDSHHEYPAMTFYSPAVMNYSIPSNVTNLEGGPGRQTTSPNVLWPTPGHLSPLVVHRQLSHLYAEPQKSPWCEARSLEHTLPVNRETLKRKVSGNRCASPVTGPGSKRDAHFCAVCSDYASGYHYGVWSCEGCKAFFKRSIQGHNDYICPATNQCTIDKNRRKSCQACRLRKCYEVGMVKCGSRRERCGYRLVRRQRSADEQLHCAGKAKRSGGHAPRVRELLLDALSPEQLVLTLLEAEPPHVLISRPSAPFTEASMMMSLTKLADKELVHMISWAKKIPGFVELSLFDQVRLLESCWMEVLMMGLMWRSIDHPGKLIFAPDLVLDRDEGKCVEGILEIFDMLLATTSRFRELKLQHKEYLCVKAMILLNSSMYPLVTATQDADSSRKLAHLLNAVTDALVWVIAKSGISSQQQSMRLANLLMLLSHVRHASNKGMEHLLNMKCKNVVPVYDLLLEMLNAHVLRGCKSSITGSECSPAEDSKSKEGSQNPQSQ
ERa coact inh: ER-alpha (human) coactivator binding inhibition; P03372; TR-FRET ER-alpha LBD / SRC-1 peptide, estradiol-bound; inhibition, % at 25.6 µM; 1.7% of 86,000 active; in the data active = inhibition above about 50%;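 note: 0% = receptor plus peptide control and 100% = peptide only without receptor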
Mac1 fbg enh: increases human CD11b/CD18 adhesion to fibrinogen. 0.07% of 93,000 active. activation, % at 10 µM. AID 1499. P05107+P11215. K562 CD11b/CD18 adhesion to fibrinogen, ATPlite luminescence;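 active = 10 µM primary screen giving 50% or more activity, confirmed by 40% or more on retest at that dose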; note: strong numbers were not always called active
MT1-MMP txn act: MT1-MMP promoter transcription activation; 0.16% of 86,000 active; activation factor at 10 µM; AID 750; HT1080 MT1-MMP promoter luciferase reporter, luminescence, overnight; stronger effect = higher value;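 active = activation factor of at least 2 for MT1-MMP transcription at 10 µM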
Starred values were filed as active, the others as inactive; / = no result given; [ ] = dose if it differs, or a comment.

structure	ERa coact inh	HUVEC prolif 384	Smad3 inh	ERa SRC1 pot	Lung fibro prol	ERb coact inh	MT1-MMP txn act	Mac1 fbg enh	H69AR inhibit
CCC1CCCCN1CCCn1c(=S)[nH]c2ccccc2c1=O (centres undefined)	-5	96	9	126	101	9	/	-5	86
CN(C)c1ccc(N=Cc2ccco2)cc1	29[fluorescence artefact?]	89	21	66[fluorescence artefact?]	110	70*	1.3	2	45
Cc1cc(NC(=O)CSc2nc3c(sc4ccccc43)c(=O)n2CCc2ccccc2)n[nH]1	50*[fluorescence artefact?]	101	-191	131[fluorescence artefact?]	113	37[fluorescence artefact?]	1	2	90
CCOc1ccc(C(=O)Nc2c3c(nn2C(C)(C)C)CSC3)cc1OCC	9	96	7	110	108	7[fluorescence artefact?]	1.1	5	101
COc1ccc(S(=O)(=O)Nc2ccc(S(=O)(=O)N3CCCCC3)cc2)cc1OC	-2	92	17	109	90	-1[fluorescence artefact?]	1	/	76
CCCc1nnc(NC(=O)CCCN2C(=O)c3ccccc3C2=O)s1	10	99	17	116	99	14	1.1	-2	92
CCC1CCCCN1S(=O)(=O)c1ccc(NC(=O)c2cccs2)cc1 (centres undefined)	12	54	1	114	96	23	1.2	/	53
CCCc1nc2sc(C(=O)OCC)c(N)c2c2c1COC(C)(C)C2	12[fluorescence artefact?]	106	10	146	92	-1	1.1	-2	76
CC(=O)Nc1ccc(NC(=O)c2cc(C)nn2-c2ccccc2)cc1	-13	111	9	106	105	-1	1.2	-1	89
Cc1ccc(C(=O)Nc2ccon2)cc1S(=O)(=O)N1CCCCCC1	22	105	16	99	99	-1	1.1	-3	70
Cc1ccc(-c2cc3nc4c(c(=O)n3[nH]2)CCCC4)cc1	8	93	2	133	99	6	/	/	80
Cc1ccccc1N(Cc1nnc2n1CCCCC2)C(=O)Nc1ccccc1	-8	108	-5	113[fluorescence artefact?]	/	-6	1.1	-3	100
CSc1nnc(-c2ccco2)c(-c2ccco2)n1	90*[fluorescence artefact?]	88	28[fluorescence artefact?]	7[fluorescence artefact?]	99	91*[fluorescence artefact?]	1.4	-2	54
CCOC(=O)c1c(C)n(C)c2ccc(OCC(O)CNC(CC)CO)cc12 (centres undefined)	4[fluorescence artefact?]	85	-8	111	93	2[fluorescence artefact?]	1.2	-4	86
COc1ccc(OC)c(N(CC(=O)N2CCC(C)CC2)S(=O)(=O)c2ccc(OC)c(OC)c2)c1	-1	99	-2	109	97	-3	1	0	87
CSc1nnc(-c2ccc(S(=O)(=O)N3CCOCC3)cc2)n1CC1CCCO1 (centres undefined)	4[fluorescence artefact?]	97	1	111	103	3[fluorescence artefact?]	1	5	100
CCOC(=O)c1sc(NC(=O)C(C)(C)C)cc1C	6	92	0	97[fluorescence artefact?]	101	3[fluorescence artefact?]	/	1	73
COc1cc(-c2nnc(SCC(=O)N3CCCC3)o2)cc(OC)c1OC	-5	102	1	109	105	1	1	0	85
CC(C)(C)C(=O)NCCCc1ccccc1	6	96	1	99	95	-7	1.2	/	98
Cc1nn(C)c(C)c1CN(C)C(=O)c1cc2n(n1)C(C(F)(F)F)CC(c1cccs1)N2 (centres undefined)	7	103	54*[fluorescence artefact?]	101	100	9	1.1	/	90
CCc1nc2c(nnn2Cc2ccc(F)cc2)c(=O)[nH]1	4[fluorescence artefact?]	102	11	110	104	-6	1.2	-3	99
Cc1cc(NS(=O)(=O)c2ccc(NC(=O)COc3ccccc3Cl)cc2)no1	-11[fluorescence artefact?]	93	9	82	105	3	1.3	-2	92
Cn1c(=O)c2c(nc(NCCCO)n2CCc2ccccc2)n(C)c1=O	1[fluorescence artefact?]	105	1	104	103	-5[fluorescence artefact?]	1.3	/	87
Cc1cc(NC(=O)CSc2nnc(Cc3ccccc3)n2C)no1	-14	90	11	97	101	-20[fluorescence artefact?]	1.2	/	90
O=C(COC(=O)c1ccco1)Nc1ccc2c(c1)OCCO2	-2	92	-16	106	101	-2	1.1	3	87
N=c1c[n+](N2CCOCC2)[n-]o1	37	103	8	14	99	39[fluorescence artefact?]	1.2	/	98
CN1CCN(C(=O)c2cc3nc(-c4ccc(Cl)cc4)cc(C(F)(F)F)n3n2)CC1	-1	85	-2	94	100	0	1	-2	92
O=C(Nc1ccc(N2CCN(C(=O)c3ccc(Cl)cc3)CC2)cc1)c1ccc(Br)o1	10	89	0	102	106	12	0.9	-5	42
Cc1cc(NC(=O)CSc2nnc(-c3ccncc3)n2N)ccc1Br	-8	99	3	124	105	-5	1.1	-3	80
COc1cccc(NC(=O)CSc2nncn2N)c1	-1[fluorescence artefact?]	83	-11	135[fluorescence artefact?]	88	-15	1.1	-2	91

As a short view, nine of the compounds above.
structure	ERa coact inh	HUVEC prolif 384	Smad3 inh	ERa SRC1 pot	Lung fibro prol	ERb coact inh	MT1-MMP txn act	Mac1 fbg enh	H69AR inhibit
Cc1cc(NS(=O)(=O)c2ccc(NC(=O)COc3ccccc3Cl)cc2)no1	-11[fluorescence artefact?]	93	9	82	105	3	1.3	-2	92
Cn1c(=O)c2c(nc(NCCCO)n2CCc2ccccc2)n(C)c1=O	1[fluorescence artefact?]	105	1	104	103	-5[fluorescence artefact?]	1.3	/	87
Cc1cc(NC(=O)CSc2nnc(Cc3ccccc3)n2C)no1	-14	90	11	97	101	-20[fluorescence artefact?]	1.2	/	90
O=C(COC(=O)c1ccco1)Nc1ccc2c(c1)OCCO2	-2	92	-16	106	101	-2	1.1	3	87
N=c1c[n+](N2CCOCC2)[n-]o1	37	103	8	14	99	39[fluorescence artefact?]	1.2	/	98
CN1CCN(C(=O)c2cc3nc(-c4ccc(Cl)cc4)cc(C(F)(F)F)n3n2)CC1	-1	85	-2	94	100	0	1	-2	92
O=C(Nc1ccc(N2CCN(C(=O)c3ccc(Cl)cc3)CC2)cc1)c1ccc(Br)o1	10	89	0	102	106	12	0.9	-5	42
Cc1cc(NC(=O)CSc2nnc(-c3ccncc3)n2N)ccc1Br	-8	99	3	124	105	-5	1.1	-3	80
COc1cccc(NC(=O)CSc2nncn2N)c1	-1[fluorescence artefact?]	83	-11	135[fluorescence artefact?]	88	-15	1.1	-2	91

(further entries)
structure	ERa coact inh	HUVEC prolif 384	Smad3 inh	ERa SRC1 pot	Lung fibro prol	ERb coact inh	MT1-MMP txn act	Mac1 fbg enh	H69AR inhibit
CCCC(=O)Nc1ccccc1-c1nnn(CC(=O)Nc2ccc(OC)cc2)n1	5	109	-2[fluorescence artefact?]	85	99	15	1.1	4	86
Cc1cccn2cc(CCNS(=O)(=O)c3ccc4c(c3)OCCO4)nc12	-4	101	3	106	104	-2	1	-4	105
CCOC(=O)c1[nH]c(C)c(C(=O)OCC(=O)N2CCCCC2C)c1C (centres undefined)	-5	95	-4	115	103	5	1.1	4	60
COc1ccc(-n2cnc3c(cnn3CCC#N)c2=N)cc1	-4	105	5	108	102	-2	1.2	0	106
CCOc1cc2[nH]c(=O)n(CCC(=O)NCc3ccc(OC)cc3)c(=O)c2cc1OCC	29[fluorescence artefact?]	91	8	83[fluorescence artefact?]	88	27[fluorescence artefact?]	1.1	/	97
COC(=O)CS(=O)(=O)c1cc(Br)cc2c1N(C(C)=O)CC2	0	102	13	108	99	-3	1.2	-1	88
CCc1ccc(C2CC(c3ccc(Cl)cc3)=NNC2=O)cc1 (centres undefined)	-3	99	-4	76	96	11	1.2	-3	103
Cc1c(NC(=O)Nc2ccc(Cl)c(Cl)c2)c(=O)n(-c2ccccc2)n1C	3[fluorescence artefact?]	76	12	125	114	-3[fluorescence artefact?]	1.1	2	102
CCOc1ccc(S(=O)(=O)NCCSc2ccccc2)cc1	0	103	-1	92	98	-23	1.1	-1	105
O=C1c2ccccc2NC(c2ccc(F)cc2)N1Cc1ccco1 (centres undefined)	-4	80	1	108	91	15	1.2	/	79
CC12CCC(C(=O)Nc3ccc4c(c3)OCCO4)(OC1=O)C2(C)C (centres undefined)	-6	93	-3	171	102	-9	/	3	109
CCN(Cc1ccccc1)Cc1c(C)[nH]c2c(C)c(C)ccc2c1=O	5	88	3	116	98	3[fluorescence artefact?]	1	1	86
C/C(NC(=O)c1ccccc1)=C1/C(=O)CC2C1C2(C)C (centres undefined)	0	99	-5[fluorescence artefact?]	79	100	1	1.2	-1	95
COc1ccc(-n2nc(C(=O)Nc3ccc4c(c3)OCO4)c3c4ccccc4n(C)c3c2=O)cc1	-1	88	2	118	93	-4	1.1	85	85
COCCN(C(=O)Cn1nnc2ccccc21)C(C(=O)NC1CCCC1)c1cccc(OC)c1OC (centres undefined)	-6	97	8	114	97	-3	1.1	-3	88
CN1C=CC=C/C1=C(\C#N)c1nc2ccccc2[nH]1	-5[fluorescence artefact?]	99	7	94	98	-11	1.1	-6	97
CN1CCc2c(sc3c2c(=O)n(-c2ccc(Cl)cc2)c2nncn32)C1	-31	101	2	105	98	-10[fluorescence artefact?]	1.1	-5	97
CCOC(=O)NC(C(F)(F)F)(C(F)(F)F)P(=O)(c1ccccc1)c1ccccc1	4	93	7	96	109	5[fluorescence artefact?]	1	-8	76
COc1ccc2nc(NC(=O)CSc3nc4cccnc4n3C)sc2c1	23	54	-2[fluorescence artefact?]	164[fluorescence artefact?]	98	28	1	40	73
Cc1ccc(-n2ncc3c(=O)[nH]c(SC(C)C)nc32)cc1	-1	97	7	108	94	-9	1	37	78
COC(=O)C1(Cc2ccccc2)NC(c2ccc(F)cc2)C2C(=O)N(C)C(=O)C21 (centres undefined)	26	91	-16	109	86	5[fluorescence artefact?]	1	/	77
CCc1nc(N2CCN(C(=O)c3ccco3)CC2)c2c3c(sc2n1)CCCC3	-1	92	-9	66	101	-15	1	/	71
Cc1ccc(O)c(-c2cc(C(F)(F)C(F)F)[nH]n2)c1	-21	79	13	102	93	-7[fluorescence artefact?]	1.2	-6	42
COc1ccc(S(=O)(=O)N(C)CC(=O)Nc2ccc3c(c2)OCCO3)cc1OC	-27	78	0	104	88	-19	1.2	-4	76
COc1ccc(C(=O)Oc2c(CN3CCOCC3)cc(Cl)c3cccnc23)cc1	1[fluorescence artefact?]	82	23	114	47*	7[fluorescence artefact?]	0.9	1	2.4*
CCC(=O)c1ccc(OCC(=O)Nc2nn3cnnc3s2)cc1	40	104	1	68	98	38	1	-3	92
CCOC(=O)N1CCC(NS(=O)(=O)c2cc3c(cc2Cl)NC(=O)CO3)CC1	-1	65	2	99	60	-5	1	2	25*
COC(=O)c1ccc(NC(=O)CN2C(=O)CCC2=O)cc1	-5	101	-1	107	109	6	1	-1	100
CCCc1nc2ccccc2c(C(=O)OCC(=O)NCc2ccco2)c1CC	-8	90	16	80	94	-2	1.2	2	71
CCNC(=O)CCS(=O)(=O)c1ccc2ccccc2c1	-13[fluorescence artefact?]	92	7	91	109	-4	1	/	101
Cc1ccc(/C=N\Nc2cn[nH]c(=O)c2Cl)cc1	12[fluorescence artefact?]	49	4	85	86	-11	1.5	-5	95

The list is partial, so the mix of outcomes need not match the whole.
